Mot1-301 SUMO: blocks SUMOylation pathway, rescuing yeast Mot1-301 growth; growth rescue, % at 18.8 µM; 320,000 compounds, 1% hits; AID 2716; S. cerevisiae Mot1-301 growth rescue, ATP luminescence, 38.5C; percent above DMSO median, 100 means doubled;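 active = every valid replicate shows activation above 250% relative to neutral control wells; inactive = the rest, any valid replicate at or below 250%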;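 note: OY570 slx delta 5 strain wells were the positive control but not used for scaling; some compounds called inactive have numbers as strong as hits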
CDK5 inh: blocks human CDK5/p35 kinase activity | Q00535+Q15078 | Recombinant CDK5/p35, ADP-Glo luminescence, 60 min | inhibition, % at 10 µM | 330,000 compounds, 0.01% hits | AID 488839;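 active = highest replicate inhibition of at least 50% and at least 75% of replicates reaching 50%; inconclusive = only one of the two criteria met; inactive = both criteria failed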;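 note: plate controls were DMSO neutral control for no effect and GW8510 at 10 µM for full effect; many of its hits are not listed in these tables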
MITF act: activators of MITF-driven TRPM1 promoter activity in SK-MEL-5 cells. activation, % at 12.5 µM. SK-MEL-5 TRPM1-promoter luciferase, 24 h; % of positive control, neutral wells = 0. AID 588334. 300,000 compounds, 0.75% hits;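 active = mean activation of at least 80% with every replicate also reaching 80%; inconclusive = mean reaches 80% but some replicate falls short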;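 note: 0% = neutral control wells and 100% = parthenolide positive control wells; values of inactives mirror those of a sister screen read the other way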
SR-BI DiI inh: blocks mouse SR-BI lipid uptake from DiI-HDL. Q61009. ldlA[mSR-BI] CHO cells, DiI-HDL uptake fluorescence, 3 h. inhibition, % at 12.5 µM. 320,000 compounds, 0.96% hits. AID 488896;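 active = mean replicate inhibition of at least 70% and a set share of replicates each scoring 70 or more; inconclusive = meets just one of the two criteria; inactive = fails both criteria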;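 note: 0% = median of neutral control wells and 100% = median of positive control wells; values of inactives mirror those of a sister screen read the other way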
Pemphigus Ab inh: human desmoglein-3 autoantibody binding inhibition; P32926; DSG3-coupled beads, scFv-anti-DSG3-GFP binding, flow cytometry; active compounds read low; binding (percent of control), % at 10 µM; 310,000 compounds, 0.48% hits; AID 588358;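 active = binding more than 3 SD below its plate's average and above zero; inconclusive = below that plate limit but binding exactly zero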;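 note: hits lower antibody fragment binding to DSG3; some compounds called inactive have numbers as strong as hits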
dFosB activator: enhances mouse delta FosB homodimer DNA binding. P13346. purified delta FosB, TAMRA-CDK5 oligo fluorescence polarization; percent of positive-control signal above neutral wells. activation, % at 25 µM. 340,000 compounds, 0.99% hits. AID 493131;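 active = mean activation above about 17%, with every replicate also reaching it, limit read from the data, passing the limit was not always enough; inconclusive = only one of the two conditions met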;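 note: fluorescence polarization rise as delta FosB binds a TAMRA Cdk5 AP-1 oligo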
PKA-R1A act: activators of PKA-R1A complex. 340,000 compounds, 0.083% hits. activation, % at 11.4 µM. PKA-R1A dissociation, Cy5-IP20 fluorescence polarization; scaled: DMSO 0%, 113 µM cGMP 100%. P00514+P68181;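 active = percent activation above the mean of all tested compounds plus 3 SD, cut at about 19% in these data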;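 note: higher means more PKAc released from R1A so a rise in polarization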
PKA-R2B act: activators of human PKA-R2B complex | P22694+P31323 | PKA-R2B holoenzyme dissociation, Cy5-IP20 fluorescence polarization; R2B truncated from residue 108, S112A mutant; 0% DMSO only, 100% 113 µM cGMP | activation, % at 11.4 µM | 340,000 compounds, 0.079% hits | AID 504700;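 active = activation above a cutoff set at the mean over all compounds plus 3 SD, cut at about 18% in these data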;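 note: higher means more holoenzyme dissociation and a rise in polarization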
Arr AP2 block: inhibitors of human beta-arrestin and AP2 interaction | inhibition, % at 10 µM | AID 504490 | 340,000 compounds, 0.31% hits | FITC-arrestin peptide / GST-AP2 beads, flow cytometry; AP2 beta2 appendage carries R879A mutation;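 active = inhibition above a set limit, near 3 SD of compounds lacking own fluorescence, cut at about 54% in these data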;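 note: plate controls were DMSO wells for no effect and 5 µM unlabelled arrestin peptide for full effect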
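System: GST-AP2 R879A bound to glutathione beads, E. coli-expressed. Also added: 50 nM FITC-arrestin peptide. Schedule: compound with beads 12 min RT, then probe 1 h RT. Signal: bead flow cytometry, FITC channel. Read-out basis: percent response.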
SR-BI DiI-HDL act: activators of SR-BI mediated HDL lipid uptake. activation, % at 12.5 µM. AID 504775. 320,000 compounds, 0.096% hits. CHO ldlA[mSR-BI] cells, DiI-HDL uptake fluorescence, 3 h; 100 = double the neutral-control signal;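 active = mean replicate activation of at least 60% and every replicate at or above 60%; inconclusive = mean or all-replicate condition met, but not both; inactive = mean below 60% and not all replicates reaching 60%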;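 note: 0% = median plate neutral-control signal and 100% = twice that signal; values of inactives mirror those of a sister screen read the other way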
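Material: SR-BI-overexpressing, LDLR-lacking CHO cells; schedule: compound exposure 3 h, 37 °C; reagent: DiI-labelled HDL at 10 µg/mL final; technique: bottom-read fluorescence, 550/595 nm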
NSD2 inh: NSD2 (human) methyltransferase inhibition. O96028. NSD2 peptide methylation, AlphaScreen, 120 min. inhibition, % at 12.5 µM. 310,000 compounds, 0.54% hits. AID 743445; in the data active = inhibition above about 50%
Starred values were filed as active, the others as inactive; ? = inconclusive; · = no result given.

SMILES	Mot1-301 SUMO	CDK5 inh	MITF act	SR-BI DiI inh	Pemphigus Ab inh	dFosB activator	PKA-R1A act	PKA-R2B act	Arr AP2 block	SR-BI DiI-HDL act	NSD2 inh
OC1CCCN(Cc2nc(Cc3ccccc3Cl)no2)C1 (configuration not stated)	4	0.3	0	-12	113	-5	0	-5	12	12	2
CN(C)c1nc(Nc2ccccc2)nc(N(C)C)n1	4	-0.2	·	33	100	6	1	-12	22	-33	·
CC(=O)c1ccc(NC(=O)C(C)OC(=O)COc2ccc(C#N)cc2)cc1 (configuration not stated)	-21	1.0	-5	-1	100	-1	-1	-3	2	1	0
CCOc1ccc(C(=O)Nc2ccc(N3CCN(C(=O)c4ccco4)CC3)cc2)cc1Br	·	-0.1	·	49	65	-7	-8	-2	4	-49	2
CC(=O)C(Sc1nn(C)c(=S)s1)C(=O)Nc1ccccc1 (configuration not stated)	-8	-1.2	18	10	104	-5	-2	-10	5	-10	-1
COc1ccc(OC)c(-c2csc(NC(=O)c3ccccc3F)n2)c1	10	-9.4	·	47	116	-6	0	-12	5	-47	2
CN1CCN(c2ccc(Cl)cc2NC(=O)/C=C/c2ccc(F)cc2)CC1	16	1.1	14	52	107	7	-13	6	-13	-52	4
O=C(O)CN1CCN(Cc2ccc(F)cc2Cl)C1=O	-4	0.8	3	-10	102	2	-3	2	1	10	0
CCOC(=O)N1CCN(C(=O)COC(=O)CN(C)S(=O)(=O)c2ccc(NC(C)=O)cc2)CC1	-2	1.2	4	-14	108	-10	2	-2	-5	14	-5
CC1(C)CC2CC(C)(CN2C(=O)C23CCC(C)(C(=O)O2)C3(C)C)C1 (configuration not stated)	-12	-0.8	8	-9	102	-1	3	-6	15	9	0
COc1ccc2c(Cl)c(C(=O)N/N=C/c3ccc4c(c3)OCO4)sc2c1	209	-1.0	-7	·	99	34*	0	0	-5	·	3
CN(C)C(CNC(=O)c1cccc(S(=O)(=O)Nc2ccc(SC(F)F)cc2)c1)c1ccccc1 (configuration not stated)	·	-0.5	23	-9	111	-4	3	6	7	9	3
COCCN(Cc1cc2ccc(C)cc2n2nnnc12)Cc1nnnn1C(C)(C)C	0	-0.6	6	5	·	-8	-18	-9	-10	-5	1
COc1ccc(NC(=O)CNC(=O)c2c(C)nn(C)c2Cl)cc1	-3	1.5	-7	-15	116	-3	-7	11	6	15	2
Cc1noc(C)c1CSCC(=O)Nc1cc(S(=O)(=O)N2CCOCC2)ccc1OCC(F)(F)F	-5	0.0	-1	-9	76*	-16	-5	-7	8	9	-1
Cc1ccccc1C(=O)Nc1cccc(-c2cn3ccccc3n2)c1	-2	0.5	41	50	·	-2	·	·	-12	-50	1
O=C1NN=C(c2ccc(Cl)cc2)CC1c1cccc(Br)c1 (configuration not stated)	14	0.8	-7	10	104	-1	1	3	7	-10	0
COC(=O)CSc1ncnc2c1sc1nc3c(cc12)COC(C)(C)C3	-11	-2.9	-23	-28	96	-23	-13	4	-13	28	-1
Cc1ccccc1OCCC(=O)OCC(=O)NC(C)c1ccccc1 (configuration not stated)	6	-1.4	5	-27	87	-8	-5	-5	-8	27	·
COc1ccc(C(=O)NCc2ccccc2CN2CCCC2)cc1S(=O)(=O)Nc1ccc(C)cc1	-5	1.5	19	4	106	-7	3	1	10	-4	1
CSc1cccc(NC(=O)COc2ccccc2)c1	-7	-0.4	31	-20	95	-1	1	3	1	20	2
Cc1cc(C)n2c(SCC(=O)NCc3ccc4c(c3)OCO4)nnc2n1	46	-1.8	4	·	98	0	-11	-5	33	·	-1
CCn1c(SCc2nc3scc(-c4ccccc4)c3c(=O)[nH]2)nnc1-c1ccc(Cl)cc1	-15	-1.5	-6	22	75	-14	-2	20*	7	-22	1
COc1cccc(/C=N/NC(=O)c2c(C)nc3ccc(Br)cn23)c1O	-9	2.9	-65	100*	102	9	-5	-15	3	-100	-2
COc1ccc(-c2csc(NC(=O)C3=COCCO3)n2)c(OC)c1	2	-0.1	75	7	90	-4	-19	-15	35	-7	0
O=C(NCCCN1CCOCC1)c1onc(CSc2ccccn2)c1C(=O)NCCCN1CCOCC1	-2	-2.4	-6	-15	99	6	4	-1	-1	15	·
Cc1noc(C)c1S(=O)(=O)Nc1cccc(C(F)(F)F)c1	13	0.6	-22	-16	112	-10	1	-6	-6	16	1
COc1ccccc1[C@@H]1C(c2cccc(Cl)c2)=NN(c2ccccc2)[C@H]1C(=O)N1CCOC1=O	140	0.2	6	6	97	3	6	-5	22	-6	·
Cc1onc(-c2ccccc2Cl)c1C(=O)NCCn1c(C)cc2ccccc21	-1	-0.1	·	26	89	-18	-3	4	38	-26	·
O=C(CNc1ccc(Br)cc1)c1ccc(Br)s1	-14	1.8	77	·	122	-3	2	-5	-5	·	0
CCc1nc2ccccc2n1CC(=O)N(C(C)CC)C1CCS(=O)(=O)C1 (configuration not stated)	·	2.4	-1	-1	88	7	6	-6	-3	1	-2
O=C1CC(c2ccc(F)cc2)CC2=C1C=Nc1ccccc1N2 (configuration not stated)	-26	0.0	1	8	114	-13	-8	2	-7	-8	9
COCCN(C(=O)COC(=O)CCc1ccccc1)c1c(N)n(Cc2ccccc2)c(=O)[nH]c1=O	·	1.5	-4	-36	95	15	7	-3	22	36	0
O=C1C=C(c2ccc3c(c2)oc2ccccc23)C[C@@H](c2ccc(Cl)cc2)C1	82	0.4	5	-21	94	-15	-5	-7	-16	21	·
COc1ccc(C2C(C#N)=C(N)Oc3c2oc(CO)cc3=O)cc1 (configuration not stated)	-19	2.6	-37	·	103	-1	-8	1	2	·	-6
Cc1ccc(NC(=O)COC(=O)c2nn(C)c(=O)c3ccccc23)cc1F	-4	0.0	-7	-17	·	-27	4	-1	29	17	1
O=C(NCCO)c1cccc2c1-c1ccccc1C2=O	-1	0.1	5	5	95	-1	-2	-4	11	-5	-2
COc1ccc(NCc2nnc(SCC(=O)Nc3ccc(OC)cc3OC)o2)cc1	3	-0.4	0	15	94	-9	5	3	40	-15	3
O=C1C=C(c2ccc3[nH]ccc3c2)CCC1	-16	2.0	?	6	102	2	2	-4	7	-6	·
CCCOc1ccc(N2C(=O)CC(N3CCCC(C(=O)N4CCCC4)C3)C2=O)cc1 (configuration not stated)	174	0.9	-1	-3	105	1	3	0	-18	3	-2
O=C(Nc1ccccc1C(=O)NC(Cc1ccc(O)cc1)C(=O)O)c1ccccc1 (configuration not stated)	-3	0.6	-2	-19	104	-4	-2	1	31	19	-3
CN(c1ccccc1)c1nc(N)c([N+](=O)[O-])c(Nc2ccc(F)cc2)n1	12	1.1	-2	·	98	-3	-9	-4	2	·	-4
COc1ccc(-c2nc3ccccc3c(C(=O)Nc3ccc(S(=O)(=O)Nc4cc(C)on4)cc3)c2C)cc1	7	1.6	-9	-17	·	-5	-1	-7	10	17	·
COc1ccc(Br)cc1C1Nc2ccccc2C(=O)N1NC(=O)c1ccncc1 (configuration not stated)	-5	-1.1	-16	-14	·	-10	-9	-2	-9	14	2
O=C(Nc1cccc([N+](=O)[O-])c1)NN1CCCCCC1	·	-1.1	9	43	117	5	-12	0	-5	-43	1
O=C1CCCc2ccccc2N1Cc1cccc(F)c1	160	-2.5	-12	3	96	0	-4	6	-8	-3	-2
Cc1n(-c2ccccc2)c2ccc(Cl)cc2[n+]1CCO	10	1.0	2	-3	96	3	-15	-11	20	3	0
O=[N+]([O-])c1ccc(C=NN2CCCCCC2)cc1	·	-1.4	41	-9	100	1	12	0	-5	9	5
C[C@H](CO)N1C[C@H](C)[C@@H](CN(C)C(=O)Nc2ccccc2)Oc2ccc(NC(=O)Nc3ccc(C(F)(F)F)cc3)cc2C1=O	-27	0.1	-1	-28	102	-1	-5	-4	8	28	·
CCO[C@@H]1OC(C(=O)N2CCN(Cc3ccc4c(c3)OCO4)CC2)=C[C@H](c2cn(C(C)=O)c3ccccc23)[C@H]1CCCO	-3	0.1	-6	44	103	-12	10	-1	4	-44	·
c1ccc2c(NCC3CCCO3)nc(-c3ccncc3)nc2c1 (configuration not stated)	117	2.3	-3	?	80	-16	-8	3	2	-73	4
Cc1noc(C)c1CSc1nc2ccccc2nc1NS(=O)(=O)c1ccc(Cl)cc1	-13	-2.7	-11	8	101	-21	6	-8	-3	-8	·
NC(=O)N1CCCC1C(=O)Nc1ccc(Cl)c(Cl)c1 (configuration not stated)	1	1.2	·	-12	101	-1	10	6	-11	12	-3
CCN(CC(=O)NCc1cccs1)C(=O)c1ccc(-c2ccc(F)cc2)o1	5	-0.7	-3	1	103	-12	-2	-2	4	-1	0
CCOC(=O)c1c(-c2ccc(-c3ccccc3)cc2)csc1NC(=O)c1cccc(N2C(=O)CCC2=O)c1	·	-1.3	4	72*	78	-9	-13	-6	4	-72	0
OCCN(Cc1ccccc1)c1ncnc2sccc12	-11	-0.8	-11	-11	92	0	11	-2	14	11	-1
CCSc1nnc(NC(=O)C(C(F)(F)F)C(F)(F)F)s1	-30	-0.9	-7	-19	99	-2	-2	-2	2	19	9
Cc1ccc(-n2nc(C)c3c(C)c(CCC(=O)NCC4CCCO4)c(=O)n(C)c32)cc1 (configuration not stated)	-20	-2.4	-14	-1	104	-7	8	1	4	1	0
Cc1ccc(NC(=O)c2ccco2)c(NC(=O)c2ccccc2)c1	161	-1.9	3	·	106	-3	7	3	15	·	0
Cc1cccc(NC(=O)CSc2nc3ccccc3o2)c1	-4	0.9	·	-4	103	2	-5	-9	-3	4	-4
CCN1C(=O)c2ccccc2S(=O)(=O)c2ccc(C(=O)NCC(OC)OC)cc21	186	-0.2	9	11	96	-3	-9	2	0	-11	1

Screening data deposited in PubChem by several laboratories.
